# GLD-1 TGE inh = GLD-1-TGE RNA interaction inhibition (C. elegans); AID 2280; Q17339; inhibition, % at 5.96 µM; 320,000 tested, 0.44% active; purified GLD-1 + fluorescein TGE RNA, fluorescence polarization;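 active = percent inhibition above a per-plate cutoff, the plate mean of test compounds plus 3 SD, cut at about 30% in these data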;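 note: 0% = DMSO wells with GLD-1 and probe and 100% = wells lacking GLD-1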
# AHR activator = activates the human aryl hydrocarbon receptor; P35869; AID 2796; AHR-responsive luciferase reporter cells, luminescence; activation, % at 5 µM; 320,000 tested, 2.5% active; in the data active = activation above about 47%;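 note: 0% = vehicle wells and 100% = reference agonist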
# MEX-5 binding = C. elegans MEX-5 TCR-2 RNA binding activity; Q9XUB2; MEX-5/FITC-TCR2 RNA binding, fluorescence polarization; hits give low values; activity score (negative = inhibition of binding), % at 10 µM; 300,000 tested, 0.38% active; AID 1832;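 active = inhibition past about -25% in most replicates, and total fluorescence under double the plate's negative control median, limit read from the data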;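 note: 0% = DMSO and -100% = 5 µM competing unlabeled TCR2 RNA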
# Target sequence (Q9XUB2 whole entry, looked up): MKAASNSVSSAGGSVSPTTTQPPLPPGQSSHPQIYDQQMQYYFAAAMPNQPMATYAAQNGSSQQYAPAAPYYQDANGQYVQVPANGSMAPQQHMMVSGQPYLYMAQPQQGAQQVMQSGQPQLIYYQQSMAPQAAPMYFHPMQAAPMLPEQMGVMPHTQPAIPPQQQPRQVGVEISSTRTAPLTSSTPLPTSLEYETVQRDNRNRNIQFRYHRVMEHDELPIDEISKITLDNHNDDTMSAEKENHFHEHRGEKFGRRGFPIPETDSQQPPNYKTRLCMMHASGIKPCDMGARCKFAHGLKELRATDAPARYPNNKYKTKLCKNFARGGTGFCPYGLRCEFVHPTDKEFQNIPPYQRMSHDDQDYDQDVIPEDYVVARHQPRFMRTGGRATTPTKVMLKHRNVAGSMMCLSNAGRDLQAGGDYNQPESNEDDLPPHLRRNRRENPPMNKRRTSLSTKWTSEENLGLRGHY
# MCL1-BIM inh = inhibitors of human MCL1 binding to BIM-BH3 peptide | Q07820 | GST-MCL1 / FITC-Bim-BH3 fluorescence polarization | inhibition, % at 10.9 µM | 320,000 tested, 0.68% active;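 active = inhibition above the mean inhibition of all tested compounds plus 3 SD, set per campaign, cut at about 40% in these data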;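 note: 0% = DMSO wells and 100% = unlabeled Bim-BH3 peptide control; higher means more loss of mP so more displacement of Bim peptide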
# Target sequence (Q07820 whole entry, looked up): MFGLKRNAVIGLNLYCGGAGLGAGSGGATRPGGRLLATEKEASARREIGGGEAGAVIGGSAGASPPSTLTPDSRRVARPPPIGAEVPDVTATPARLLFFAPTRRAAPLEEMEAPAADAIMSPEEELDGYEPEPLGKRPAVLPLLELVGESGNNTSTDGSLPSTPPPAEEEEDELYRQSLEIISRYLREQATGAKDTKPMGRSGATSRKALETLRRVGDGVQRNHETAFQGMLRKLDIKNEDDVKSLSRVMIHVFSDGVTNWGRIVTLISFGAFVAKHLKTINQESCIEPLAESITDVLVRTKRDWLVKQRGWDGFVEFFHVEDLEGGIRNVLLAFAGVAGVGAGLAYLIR
# pPAFAH FP inh = pPAFAH (human) enzyme inhibition; Q13093; recombinant pPAFAH, FP-rhodamine probe fluorescence polarization; inhibition, % at 3.39 µM; 330,000 tested, 1.5% active; AID 463082;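 active = inhibition above the mean inhibition across the screen plus 3 SD, cut at about 25% in these data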;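 note: inhibitors block binding of the rhodamine activity-based probe so polarization drops; 0% = enzyme with DMSO and 100% = wells lacking pPAFAH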
# PAFAH1B2 FP inh = inhibitors of human PAFAH1B2; 340,000 tested, 1.2% active; inhibition, % at 3.39 µM; recombinant PAFAH1B2, FP-rhodamine activity probe, fluorescence polarization; P68402;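 active = inhibition above the mean of all tested compounds plus 3 SD, cut at about 24% in these data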;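 note: 0% = enzyme with DMSO and 100% = wells lacking PAFAH1B2; many of its hits are not listed in these tables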
# Target sequence (P68402 whole entry, looked up): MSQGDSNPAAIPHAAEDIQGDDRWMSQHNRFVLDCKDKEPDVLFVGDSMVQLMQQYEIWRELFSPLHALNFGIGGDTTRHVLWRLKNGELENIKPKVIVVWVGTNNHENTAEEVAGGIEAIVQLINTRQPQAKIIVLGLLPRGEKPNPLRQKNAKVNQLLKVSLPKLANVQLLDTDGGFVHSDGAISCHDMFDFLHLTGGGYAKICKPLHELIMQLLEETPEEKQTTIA
# Fam108B inh = blocks mouse Fam108B hydrolase in RBBP9 counter-screen; recombinant Fam108B, FP-Rh probe fluorescence polarization; inhibition, % at 9.51 µM; 300,000 tested, 0.33% active;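 active = inhibition above the screen mean inhibition plus 3 SD, computed separately per campaign, cut at about 18% in these data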;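 note: inhibitors lower polarization as less probe binds the enzyme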
# PME-1 inh = blocks human protein phosphatase methylesterase 1 | inhibition, % at 5.9 µM | recombinant PME-1, FP-Rh probe fluorescence polarization | 320,000 tested, 0.53% active | Q9Y570;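 active = inhibition above the campaign mean of all compounds plus 3 SD, cut at about 26% in these data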;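 note: competitive labeling of PME-1 active site by serine hydrolase directed probe; 0% = PME-1 with DMSO and 100% = wells lacking PME-1 enzyme; inhibitors block probe labeling so polarization falls and inhibition rises; many of its hits are not listed in these tables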
# Bcl-xL primary = Bcl-xL (human) inhibition; GST-Bcl-xL / FITC-Bim BH3 peptide fluorescence polarization; 320,000 tested, 0.7% active; inhibition, % at 10.9 µM;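 active = inhibition above the mean of all tested compounds plus 3 SD, cutoff set per campaign, cut at about 30% in these data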;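 note: 0% = DMSO wells and 100% = unlabeled Bim-BH3 peptide competitor; inhibitors lower millipolarization by displacing the labeled peptide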
# The depositor's hits bear a star; . = not tested or not shown. This is a subset, so the mix of outcomes need not match the whole.
SMILES,GLD-1 TGE inh,AHR activator,MEX-5 binding,MCL1-BIM inh,pPAFAH FP inh,PAFAH1B2 FP inh,Fam108B inh,PME-1 inh,Bcl-xL primary
Cc1ccc(OCC(=O)N2N=C(c3ccc(Cl)cc3)CC2c2ccco2)c([N+](=O)[O-])n1 (stereo unspecified),5,-1,-0.2,-7,15,2,-4,12,-6
Nc1nc(-n2cnnc2)nn1-c1ccccc1,2,3,0.6,6,6,-1,-3,1,5
O=C(Nc1ccc(-c2nc3ccccc3o2)cc1)c1cccnc1,9,40,-0.1,4,-5,-2,-6,-13,4
CCOC(=O)C1=C(C)N=C2SC(C)C(=O)N2C1c1cccc(F)c1 (stereo unspecified),2,-1,-4.0,0,1,-2,-9,-7,-1
CCOC(=O)C1=C(C)NC(=S)NC1c1ccc(-c2ccc(Cl)cc2)o1 (stereo unspecified),-3,7,3.9,4,-3,4,-5,-5,6
O=C1c2cc(S(=O)(=O)NCCCO)ccc2-c2ccc(S(=O)(=O)NCCCO)cc21,6,-1,0.9,2,6,-1,2,-1,4
CCOc1ccccc1CN1CCN(Cc2cccc3nonc23)CC1CCO (stereo unspecified),-3,1,2.7,-5,2,-5,-1,2,0
CCOC(=O)c1c(CN(C)C)n(-c2ccccc2)c2cc(Br)c(OC)cc12,1,-1,-0.8,7,1,-3,0,-12,5
Cc1cc(C)cc(N(CC(=O)Nc2cccc(C)n2)S(=O)(=O)c2c(C)noc2C)c1,5,22,-1.3,2,1,2,-3,6,0
COCCN(C(C)=O)c1nnc(-c2cnccn2)s1,-2,1,0.6,-9,3,6,-4,-3,-4
Cc1cc(=O)oc2c(C)c(OCC(=O)N3CCC(C(=O)O)CC3)ccc12,5,-1,1.2,7,-1,1,1,-5,4
Cc1csc(CNC(=O)C2CCC(=O)N(CCCc3ccccc3)C2)n1 (stereo unspecified),4,-4,0.5,6,9,-2,0,0,3
O=C(CCn1cccc1)NCc1ccccc1,1,0,0.5,5,-3,3,-2,-5,3
Cc1ccc(-n2ccc(=O)c(C(=O)Nc3ccc(S(=O)(=O)Nc4nccc(C)n4)cc3)n2)cc1,2,0,-7.1,10,8,3,-1,-14,8
CCc1ccc(C(=O)NNC(=O)C2CC(=O)N(c3ccc4c(c3)OCCO4)C2)cc1 (stereo unspecified),5,4,.,1,0,-1,.,4,-2
CCCN(CCC)CCCNC(=O)c1cn(CCOC)c(=O)c2c1c1ccccc1n2C,4,1,-0.2,-1,8,1,7,2,3
CC(C)(C)c1ccc(C(=O)N2CCN(S(=O)(=O)c3ccc(Br)s3)CC2)cc1,6,16,.,4,1,3,.,5,6
C=C(C)CSc1nc(N)c2c(C)c(C)sc2n1,2,27,0.5,-1,1,-1,-1,-2,-3
COc1ccc(Cl)cc1Nc1nc(C)cc(C)c1C(N)=O,-4,59*,1.0,3,4,1,-2,2,3
CCCCCNC(=O)CCCCn1c(=O)[nH]c2cc(OCC)c(OCC)cc2c1=O,7,2,3.2,7,5,2,5,7,0
CN(C)C(=O)COc1ccc(C(=O)/C=C/c2cccnc2)cc1,1,-2,-4.0,-7,-11,6,-2,-6,-2
CCCCC(=O)Nc1ccc(C(=O)NCCN2CCOCC2)cc1,-2,0,0.7,4,0,-6,-3,-4,6
O=C(CCC1COc2ccccc2O1)Nc1cccnc1 (stereo unspecified),-1,3,0.2,0,4,0,-1,-2,2
Cc1ccc(C(=O)Nc2c(C)cc(-c3ccccc3)oc2=O)cc1,5,-1,2.0,7,6,2,-3,0,3
CN(CC(=O)Nc1ccccc1Cl)C(=O)CSC(=S)N1CCCC1,7,1,2.2,0,1,-4,-1,3,4
Cc1ccc2[nH]c3c(c2c1)CN(C)CC3,6,1,0.1,-5,6,3,0,-9,4
CCS(=O)(=O)N1CCCC(C(=O)NCc2ccc(C)cc2)C1 (stereo unspecified),-2,2,-1.1,2,6,4,-1,3,6
O=C1CC(N2CCSCC2)C(=O)N1CCc1ccccc1 (stereo unspecified),-5,-6,-0.5,9,2,1,5,-2,7
Cn1c(Cc2ccccc2)n[nH]c1=S,2,0,.,-6,1,7,0,0,-1
COc1ccccc1N(CC(=O)N(C)Cc1ccccc1)S(=O)(=O)c1cccs1,-2,-1,.,4,5,4,.,3,3
Cc1nnc(NC(=O)C2COc3ccccc3O2)s1 (stereo unspecified),6,8,-0.3,3,2,-3,2,2,1
O=C(OCC(=O)N1CCCC1=O)c1ccc(F)c(S(=O)(=O)N2CCOCC2)c1,-9,3,-3.1,-4,-5,1,2,2,1
Cc1nnc(N2C(=O)c3cccc4c([N+](=O)[O-])ccc(c34)C2=O)s1,6,87*,-1.6,16,1,3,2,11,15
O=C(c1ccc(F)cc1)n1cc(C(=S)N2CCOCC2)c2ccccc21,4,1,-1.9,6,0,2,-1,-4,5
COc1ccc(C=C2C(=O)OC(C)(C)OC2=O)cc1OC,-1,18,-50*,1,-9,-5,-3,3,3
Cc1ccc(CNC(=O)CN2C(=O)COc3ccc(S(=O)(=O)N4CCCCC4)cc32)o1,0,2,-0.1,2,-5,-2,3,-10,0
CCOC(=O)N1CCN(CCC(=O)Nc2ccc(Br)c(C)c2)CC1,3,4,0.5,0,4,3,-3,2,-4
CCN(CC(=O)NCc1ccco1)S(=O)(=O)c1ccc(OC)cc1,-2,1,0.5,-2,2,2,-1,-3,5
CCN(C1CCS(=O)(=O)C1)S(=O)(=O)c1ccc(OC)c(OC)c1 (stereo unspecified),0,3,0.6,1,-5,8,2,-10,-2
O=C(NC1CCCC1)c1cc(-c2ccc(Cl)cc2Cl)on1,-3,-8,-3.1,-2,-2,-1,1,0,4
COc1ccc(NC2(c3ccc(Cl)cc3)C(=O)c3ccccc3C2=O)cc1,-4,4,0.5,11,-6,0,5,0,6
Cc1ccc(C)c(C(=O)CSc2nnc(C)s2)c1,0,-4,0.1,1,1,-2,6,-1,-6
CCOc1ccccc1CNCCN1CCOCC1,-1,-2,2.0,-6,0,8,4,1,-3
CCOc1cc(C=O)cc(Cl)c1OCC(N)=O,3,1,-1.3,0,-6,6,-1,-4,5
CCOc1ccc(NC(=O)Nc2ccon2)cc1,6,17,0.9,-9,3,2,-1,-1,-4
CN1CCN(CCCNC(=O)c2cn(C)c3ccc(S(=O)(=O)N(C)C)cc3c2=O)CC1,1,-1,.,-2,0,8,5,4,1
CCOc1ccc(S(=O)(=O)NC2=NCCCCC2)cc1,1,-1,.,-2,2,4,.,-5,3
COc1cc2c(cc1OC)-c1cc(Nc3ccc(F)cc3)nc(=O)n1CC2,-3,3,-1.5,14,0,0,3,-17,7
Cc1cc(C(=O)NCc2ccco2)on1,6,0,-5.8,3,5,4,1,-3,7
O=C(CCN1C(=O)c2cccc([N+](=O)[O-])c2C1=O)Nc1nccs1,4,-1,.,13,5,5,-2,-1,12

# Additional records follow:
SMILES,GLD-1 TGE inh,AHR activator,MEX-5 binding,MCL1-BIM inh,pPAFAH FP inh,PAFAH1B2 FP inh,Fam108B inh,PME-1 inh,Bcl-xL primary
Cc1cc(OCC(=O)Nc2ccc(N3CCCC3)cc2)cc(C)c1Cl,1,0,-0.9,-1,26*,-2,3,-4,5
Cc1nc(NC(=O)/C=C/c2ccccc2)sc1C(=O)Nc1cccc(Cl)c1,2,8,3.1,3,-22,-1,3,4,2
O=C(COc1ccc(Cl)cc1)NCCSCc1cccc(Cl)c1,-2,-1,1.3,1,9,20,4,7,2
COc1ccc(CC(=O)NCC2(N3CCCCC3)CCCCC2)cc1,0,2,0.9,9,0,-2,2,-1,9
O=C(NCC1CCCO1)C1CCN(C2CCN(CCCC3CCCC3)CC2)CC1 (stereo unspecified),0,-5,-0.1,11,4,0,1,-1,6
O=Cc1ccc(OCCN2CCCC2=O)cc1,1,6,-1.8,15,2,-5,6,-3,7
Cc1onc(-c2ccccc2)c1C(=O)N/N=C/c1cc2c(cc1Br)OCO2,-7,18,-2.2,0,-7,-1,-3,-5,-4
Cc1cccc(N=C2NN=C(c3ccc4c(c3)OCCO4)CS2)c1,-8,-6,-1.6,6,10,0,3,3,4
COc1ccccc1CNC(=O)CN1NS(=O)(=O)c2ccccc2C1=O,3,0,.,.,-7,4,.,.,.
Cc1cccc(Nc2nnc(SCC(=O)NCc3cccs3)s2)c1,5,24,3.0,-2,7,19,-4,-8,-4
CCNc1nc(NCC)n2c(SCC(=O)N3CC4(C)CC3CC(C)(C)C4)nnc2n1 (stereo unspecified),2,0,0.2,-1,-3,10,2,-2,7
O=C(COc1ccccc1Br)Nc1ccc(S(=O)(=O)N2CCCC2)cc1,-2,0,.,-17,-7,2,.,0,-16
CC1(C)CC(=O)C=C(Nc2ccc3c(c2)OCCO3)C1,-1,9,-1.5,-7,0,-5,3,7,-5
Cc1cc2nc3c(nc2cc1C)C1(C(=O)N(C)C)CCC3(C)C1(C)C (stereo unspecified),-2,9,-1.1,-1,4,6,-1,11,0
COc1cccc(/C=C2\SC(=O)N(CCC(=O)N3CCCCC3CCO)C2=O)c1 (stereo unspecified),-7,3,-2.8,-3,2,-4,-2,-6,-3
Cc1ccc2c(-c3ccc([N+](=O)[O-])cc3)cc(=O)[nH]c2c1,1,4,3.1,8,-4,1,-4,0,2
CC(=O)c1ccc(NC(=O)NC2CCCc3ccccc32)cc1 (stereo unspecified),5,-3,2.2,1,2,-5,2,2,8
Cc1ncc([N+](=O)[O-])n1CC(=O)Nc1ccc(Br)cc1,0,2,1.5,-3,5,4,-1,5,5
COc1cccc(C(=O)NNC(=O)CCc2ccccc2)c1,6,-2,-1.3,-4,0,4,-1,0,4
O=S(=O)(NCCc1csc(-c2cccnc2)n1)c1cccs1,-1,69*,-2.5,1,0,4,-2,3,1
CC(C)CN(C(=O)CSc1nc(-c2ccccc2)cn1N)c1c(N)n(Cc2ccccc2)c(=O)[nH]c1=O,-2,-1,3.4,2,5,0,-1,-3,4
Cc1nnc(NC(=O)CSc2ncnc3scc(-c4ccccc4)c23)s1,-8,-2,-2.3,-4,10,0,-4,-3,-2
O=C(NNc1cccc(Cl)n1)Nc1ccccc1F,-5,5,1.0,-3,-5,3,-2,-2,0
Cc1ccc(CNC(C)c2ccccc2)cc1 (stereo unspecified),3,2,1.9,7,1,6,-1,-5,0
COC(=O)c1cn(Cc2ccc(C(F)(F)F)cc2)cc(F)c1=O,3,-4,-1.5,6,4,-2,1,2,2
C#CCCCCCCC#CCN(C)C,0,0,-1.3,9,4,0,1,4,4
CC(=O)Nc1ccc2nsnc2c1,2,3,-0.4,2,6,.,-5,5,4
CC1Cc2ccccc2N1C(=O)COC(=O)CNC(=O)c1ccc(Br)o1 (stereo unspecified),-1,1,1.2,-4,-1,4,-1,1,10
O=C(Nc1ccc(N2CCCCC2)cc1)C(Cl)c1ccccc1 (stereo unspecified),4,6,3.0,6,1,1,2,5,10
CCCCn1c(SCC(=O)NCc2ccco2)nc2cc(S(N)(=O)=O)ccc21,-1,3,2.0,41*,3,2,0,1,-8
C[C@H](CO)N1C[C@H](C)[C@@H](CN(C)Cc2ccc(C(=O)O)cc2)Oc2ccc(NS(=O)(=O)c3cn(C)cn3)cc2C1=O,3,-1,.,.,1,5,.,.,.

# 2 of the compounds above, bar-delimited.
smiles | GLD-1 TGE inh | AHR activator | MEX-5 binding | MCL1-BIM inh | pPAFAH FP inh | PAFAH1B2 FP inh | Fam108B inh | PME-1 inh | Bcl-xL primary
COC(=O)c1cn(Cc2ccc(C(F)(F)F)cc2)cc(F)c1=O | 3 | -4 | -1.5 | 6 | 4 | -2 | 1 | 2 | 2
C#CCCCCCCC#CCN(C)C | 0 | 0 | -1.3 | 9 | 4 | 0 | 1 | 4 | 4

# Source: PubChem BioAssay
